Source: PubChem
PP1 counter: PP1-alpha (human) inhibition in PP5 counter-screen | P62136 | purified PP1alpha, OMFP fluorescence | inhibition, % at 6.7 µM | 320,000 compounds, 0.9% hits;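 active = inhibition above the mean inhibition of all tested compounds plus 3 SD, computed separately for each screening campaign, cut at about 15% in these data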
Target sequence (P62136 whole entry, looked up): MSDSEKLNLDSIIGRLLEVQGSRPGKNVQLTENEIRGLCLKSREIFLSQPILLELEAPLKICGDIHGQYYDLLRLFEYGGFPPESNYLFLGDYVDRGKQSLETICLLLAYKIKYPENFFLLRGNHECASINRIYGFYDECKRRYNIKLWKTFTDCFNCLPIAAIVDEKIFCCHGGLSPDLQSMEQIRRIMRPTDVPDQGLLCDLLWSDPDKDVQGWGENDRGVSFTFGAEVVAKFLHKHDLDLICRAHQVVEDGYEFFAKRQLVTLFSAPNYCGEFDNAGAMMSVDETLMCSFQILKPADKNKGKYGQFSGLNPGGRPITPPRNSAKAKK
Fh CTSL1 inh: cathepsin L1 inhibition, PFM18AAP counter-screen; recombinant F. hepatica cathepsin L1, Z-Leu-Arg-MCA fluorescence; inhibition, % at 5.96 µM; 300,000 compounds, 0.49% hits;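 active = inhibition above the mean of all tested compounds plus 3 SD, set per screening campaign, cut at about 17% in these data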;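 note: 0% = plate median of test compound wells and 100% = 1 µM Z-Phe-Ala-diazomethylketone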
EBNA-1 inh: blocks EBNA-1 binding to DNA. EBNA-1 DNA binding, fluorescence polarization. inhibition, % at 14.8 µM. 300,000 compounds, 0.34% hits. AID 1950; in the data active = inhibition above about 28%
CR mimetic SO: lowers age-related superoxide in aged yeast cells; S. cerevisiae aged cells, superoxide DHE fluorescence; active compounds read low; superoxide response (% of plate mean), % at 10 µM; 330,000 compounds, 0.18% hits;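 active = superoxide response under a set limit, about three screen SD below normal, cut at about 65% in these data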;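 note: yeast aged for seven days with compound at 30 °C before DHE staining; 100% = average MFI of all compound-treated wells on the plate with controls excluded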
TPT1 inhibitor: inhibitors of Candida albicans tRNA 2'-phosphotransferase TPT1 | recombinant caTPT1, FP RNA substrate dephosphorylation | inhibition, % at 5 µM | 300,000 compounds, 0.81% hits;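 active = inhibition above the mean of all tested compounds plus 3 SD, set per screening campaign, cut at about 24% in these data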;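 note: plate controls were DMSO alone for no effect and ferristatin control at 100 nM for full effect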
ZTA counter: ZTA (EBV) inhibition in EBNA-1 counter-screen; P03206; ZTA-DNA binding, fluorescence polarization; inhibition, % at 11 µM; 320,000 compounds, 0.15% hits; AID 2234; in the data active = inhibition above about 33%
Target sequence (P03206 whole entry, looked up): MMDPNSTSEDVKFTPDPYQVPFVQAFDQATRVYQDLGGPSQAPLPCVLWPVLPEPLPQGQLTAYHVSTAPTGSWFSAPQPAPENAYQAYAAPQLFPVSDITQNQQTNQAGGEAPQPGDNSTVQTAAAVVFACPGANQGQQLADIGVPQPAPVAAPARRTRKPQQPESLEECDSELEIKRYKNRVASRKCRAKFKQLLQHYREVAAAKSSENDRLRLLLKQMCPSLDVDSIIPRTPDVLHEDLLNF
HCV core dimer: blocks dimerization of HCV core protein. 300,000 compounds, 0.33% hits. AID 1899. inhibition, % at 5 µM. TR-FRET GST/Flag-core106 dimerization, 1536-well;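 active = inhibition above the mean of all tested compounds plus 3 SD, set per screening campaign, cut at about 45% in these data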
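Assay system: tagged HCV core106 pair (GST and Flag); medium: KF-containing HEPES buffer, pH 7.45, DTT, CHAPS, BSA; also added: Eu donor and XL665 acceptor anti-tag antibodies; dosing: 5 µM single dose; timing: compound-protein-antibody incubation 4 h at 22.5 °C; signal: TR-FRET 671 and 617 nm emission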
PP5 inh: blocks human protein phosphatase 5 activity | P53041 | purified PP5c, OMFP substrate fluorescence | inhibition, % at 6.7 µM | 320,000 compounds, 0.18% hits;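 active = inhibition above the campaign's mean inhibition across all tested compounds plus 3 SD, cut at about 9.5% in these data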;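 note: 0% = DMSO only and 100% = 100 µM cantharidin control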
Target sequence (P53041 whole entry, looked up): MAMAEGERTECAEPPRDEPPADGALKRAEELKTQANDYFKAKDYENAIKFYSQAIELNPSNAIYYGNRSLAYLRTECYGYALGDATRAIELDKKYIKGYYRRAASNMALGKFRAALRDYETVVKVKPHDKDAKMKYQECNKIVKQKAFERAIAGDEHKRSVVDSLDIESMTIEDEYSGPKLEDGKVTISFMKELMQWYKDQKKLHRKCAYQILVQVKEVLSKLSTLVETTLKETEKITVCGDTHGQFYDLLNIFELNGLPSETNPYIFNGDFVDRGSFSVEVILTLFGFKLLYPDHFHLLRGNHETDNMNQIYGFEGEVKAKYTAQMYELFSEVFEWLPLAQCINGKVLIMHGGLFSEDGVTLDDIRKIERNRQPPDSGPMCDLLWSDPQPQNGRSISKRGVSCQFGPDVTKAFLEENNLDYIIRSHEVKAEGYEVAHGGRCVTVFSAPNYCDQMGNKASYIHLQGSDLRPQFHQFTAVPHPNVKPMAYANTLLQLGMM
JMJD2C inh: human JMJD2C demethylase inhibition. 330,000 compounds, 0.069% hits. inhibition, % at 2.35 µM. AID 2099. GST-JMJD2C(1-420) H3K9me3 demethylation, DELFIA europium. Q9H3R0;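 active = more than half of a compound's replicate wells show inhibition beyond 50%, single wells judged on their own value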;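 note: signal counts dimethyl H3K9 product captured on neutravidin plate; 0% = median of DMSO wells and 100% = 0.3 times that DMSO median; strong numbers were not always called active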
The depositor's hits bear a star; i = inactive; x = no result given; & = joins results of further samples. Compounds as they come. Share with any hit: about 3.1%.

SMILES,HCV core dimer,PP5 inh,EBNA-1 inh,TPT1 inhibitor,JMJD2C inh,Fh CTSL1 inh,CR mimetic SO,ZTA counter,PP1 counter
CCCn1c(C)cc(/C=C(\C#N)C(=O)OCC(=O)Nc2ccc(OC)c(Cl)c2)c1C,17,1.7,9,1,24,0,102,5,-3
Cc1cccc2c(N=O)c(O)n(CCc3ccccc3)c12,12,4.4,-14,0,14,4,147,0,3
COc1ccccc1-c1nnc(SCC(=O)NC2CCCCC2)n1C,-7,-0.3,8,-2,-3,-1,89,0,-2
CCOC(=O)c1cccnc1SCC(=O)NCc1ccccc1,0,1.6,7,1,7,-2,103,-8,0
O=C(NCCc1ccc(Cl)cc1)C1CCN(S(=O)(=O)c2cccc3nonc23)CC1,14,2.7,-12,8,-4&2,1,115,-8,1
COc1ccc(NC(=O)c2c(Cl)cnn2C)c(C)c1,-2,-1.7,6,-1,-2,-3,97,-9,-1
CCCc1cc(N2CCCC2)n2nc(C)c(-c3ccccc3)c2n1,-4,-1.9,-1,-2,2,0,86,2,0
CC1CCC2(CC1)NC(=O)N(CC(=O)Nc1ccccc1-c1ccccc1)C2=O (stereo not drawn),9,-0.3,-3,-1,8,-12,94,-7,-4
O=C(NN1CCOCC1)c1ccc(S(=O)(=O)N2CCCCC2)cc1,1,-0.2,-2,2,5,-2,91,0,-3
Cc1cccc(NS(=O)(=O)c2cccc(C(=O)N3CC(C)OC(C)C3)c2)c1 (stereo not drawn),-3,1.6,7,-2,5,-4,95,1,0
CCn1c(=O)cc(OCC(=O)NCCCN2CC(C)CC(C)C2)c2ccccc21 (stereo not drawn),5,-1.0,12,-1,3,0,97,7,-4
COc1ccccc1CNC(=O)CCCOc1cc(=O)n(C)c2ccccc12,-6,3.0,-12,-1,12,-2,105,-4,5
O=C(Nc1ccccc1C(=O)O)c1ccc(Br)c(S(=O)(=O)NCc2ccccc2)c1,5,0.8,-11,2,-14,0,87,0,3
COc1ccc(C(=O)O/N=C(/c2ccccc2)c2ccncc2)cc1OC,10,3.0,12,0,0,2,95,8,3
CCOc1ccc(-n2c(SCC(N)=O)nc3c([nH]c4ccccc43)c2=O)cc1,-4,1.8,10,1,12,2,98,0,-1
COc1ccc(N2CCN(C3CCCN(Cc4cccc(OC)c4)C3)CC2)cc1 (stereo not drawn),-3,-0.7,-2,-3,12,-2,88,-3,-6
COc1cccc(/C=C(\CC(=O)O)c2nc3ccccc3s2)c1,0,0.9,9,2,5,5,107,14,6
CC(C)c1ccc(NC(=O)C(c2ccc3c(c2)OCO3)N2CCCCC2)cc1 (stereo not drawn),7,3.5,-7,0,11,-3,103,8,3
O=c1c2ccccc2nc(-c2ccccc2Cl)n1O,-2,1.2,-6,-8,-2,1,91,4,-1
CCOC(=O)CSc1nn(C)c(=S)s1,-2,0.6,0,-2,16,-1,104,12,-1
Cc1cc(C)cc(NC(=O)Nc2ccc(-n3ccc(C(F)(F)F)n3)cc2)c1,-4,3.1,0,0,0,12,109,0,-3
Nc1cc(=O)[nH]c(SCc2ccc(Cl)cc2)n1,-8,4.6,2,2,10,1,94,-8,-3
COc1ccc(-n2c(CNc3ccc(C)cc3)nnc2SCc2ccccc2)cc1,7,2.0,12,2,-11,4,100,-11,1
O=S(=O)(CCc1nc2ccccc2[nH]1)c1ccc(Br)cc1,-14,1.7,5,-2,29,-4,109,6,0
COc1cc(OC)cc(C(=O)Nc2cc(-c3cn4cccnc4n3)ccc2C)c1,5,-0.2,-2,0,-1,2,112,22,0

Single entries from the entries so far.
CR mimetic SO with `O=S(=O)(CCc1nc2ccccc2[nH]1)c1ccc(Br)cc1` → 109
HCV core dimer with `CC1CCC2(CC1)NC(=O)N(CC(=O)Nc1ccccc1-c1ccccc1)C2=O` (stereo not drawn) → 9
CR mimetic SO with `Cc1cc(C)cc(NC(=O)Nc2ccc(-n3ccc(C(F)(F)F)n3)cc2)c1` → 109

Record cards (already shown).
Cc1cc(C)cc(NC(=O)Nc2ccc(-n3ccc(C(F)(F)F)n3)cc2)c1 is entered as HCV core dimer = -4; PP5 inh = 3.1; EBNA-1 inh = 0; TPT1 inhibitor = 0; JMJD2C inh = 0; Fh CTSL1 inh = 12; CR mimetic SO = 109; ZTA counter = 0; PP1 counter = -3
COc1ccc(-n2c(CNc3ccc(C)cc3)nnc2SCc2ccccc2)cc1 is entered as HCV core dimer = 7; PP5 inh = 2.0; EBNA-1 inh = 12; TPT1 inhibitor = 2; JMJD2C inh = -11; Fh CTSL1 inh = 4; CR mimetic SO = 100; ZTA counter = -11; PP1 counter = 1

New compounds follow.
SMILES,HCV core dimer,PP5 inh,EBNA-1 inh,TPT1 inhibitor,JMJD2C inh,Fh CTSL1 inh,CR mimetic SO,ZTA counter,PP1 counter
CC(=O)c1sc(NC(=O)CCCc2nc3ccccc3c(=O)[nH]2)nc1-c1ccccc1,x,2.7,x,x,-8,x,113,1,3
C=CCn1c(SCC(=O)C(C)(C)C)nnc1-c1cccs1,2,-2.0,4,1,-34,-3,88,10,-2
COc1ccc(/C=C/C(=O)NCCc2nc3ccccc3[nH]2)cc1,-9,-1.1,7,-2,5,-1,76,6,-3
COc1ccc(S(=O)(=O)N2CCCC(C(=O)NCC3CCCO3)C2)cc1OC (stereo not drawn),1,0.5,8,2,-10,-1,89,-5,-1
CC(=O)C1=NOC(CNC(=O)c2c(-c3ccccc3Cl)noc2C)C1 (stereo not drawn),-14,0.9,0,2,9,-3,96,2,1
Cc1ccc(CNC(=O)COC(=O)c2cnc(C)cn2)cc1,-1,-0.3,-4,3,38,-13,102,1,-3
O=C(CSc1nc(=O)n(CCCN2CCOCC2)c2c1CCCC2)Nc1ccc(F)cc1,0,1.6,7,-3,-4,2,92,-1,1
O=c1c(Br)c(N2CCOCC2)cnn1-c1ccccc1,0,1.1,-1,1,8,2,100,-9,-1
O=C(COC(=O)c1ccc(S(=O)(=O)NCc2ccco2)cc1)Nc1ccc(OC(F)F)cc1,15,3.4,-4,-2,18,-5,106,-13,4
Cc1ccc(C)c(S(=O)(=O)N2CCN(C(=O)[C@@H]3CCCN3C(=O)c3cccs3)CC2)c1,x,0.3,x,x,2,x,89,-5,-5
CN1/C(=C\C(=O)c2cccc([N+](=O)[O-])c2)Sc2ccccc21,17,1.6,3,3,-17,7,108,-6,1
C/C(N)=C(/C#N)C(=O)CSc1nc2ccc(C)cc2[nH]1,0,4.0,0,0,-14,-5,105,5,-6
O=C(NCCOc1ccccc1F)Nc1ccc(Br)cc1,0,0.8,-8,-1,-8,-1,82,2,-2
Cc1oc(-c2ccccc2Cl)nc1CS(=O)(=O)CC(=O)NC1CCCC1,-2,1.2,6,-1,-10,0,107,5,1
O=c1[nH]c(=O)c2nc3ccccc3nc2[nH]1,-11,2.3,-9,-18,0,3,111,7,-19
CC(=O)c1cc2c(cc1NC(=O)CN1CCCCCCC1)OCO2,9,3.6,6,-7,-2,-1,94,-2,0
Clc1ccc(NCc2nnc3n2CCCCC3)cc1,-1,-0.4,8,1,-6,-2,133,19,5
Cc1cnc(NC2=NCCC2)s1,-8,3.0,6,0,11,-1,102,14,-1
COc1ccc(-c2cc(-c3ccccc3)nc(-c3ccc4c(c3)NC(=O)CO4)c2)cc1,10,-0.3,11,1,-3,2,111,-5,-1
COC(=O)c1ccc(NC(=O)c2snnc2-c2ccccc2)cc1,2,-0.1,0,-4,2,-1,110,2,8
Cc1cccc(C)c1NC(=O)CCCCCC1NC(=O)NC1C (stereo not drawn),0,-2.0,2,-1,18,0,114,-12,1
COc1ccc(C(=O)CSc2ccc3nnc(-c4cccnc4)n3n2)cc1,-7,1.3,-9,-1,21,1,94,1,0
Cc1c(-c2cc(C(=O)O)c3ccccc3n2)cnn1C,1,-2.8,-12,-1,3,-4,112,-1,-3
CNC(=O)c1c(NC(=O)c2nc3ccccc3s2)sc2c1CCC2,14,1.6,15,3,1,0,103,18,0
O=C(CCCCCBr)N1CCC(CC2CC(c3ccc(Cl)cc3)=NO2)(C(=O)NCC2CCCCC2)CC1 (stereo not drawn),11,0.1,-1,0,8,4,102,1,1

Following part:
SMILES,HCV core dimer,PP5 inh,EBNA-1 inh,TPT1 inhibitor,JMJD2C inh,Fh CTSL1 inh,CR mimetic SO,ZTA counter,PP1 counter
COc1cc(CN2CCNC(=O)C2CC(=O)N2CCCO2)cc(OC)c1 (stereo not drawn),-3,3.6,-10,0,-8,-1,91,8,-4
O=C(COc1ccc(NC(=O)c2ccccc2)cc1)c1ccccc1,4,2.5,6,2,50,0,94,-22,-3
Cc1ccc(-n2c(Cl)c(Cl)[nH]c(=O)c2=O)cc1,-5,2.7,0,1,i,0,90,6,2
O=C(Nc1nnc(-c2ccc(F)cc2)s1)c1ccco1,7,-0.5,16,2,-1,9,94,5,-2
COc1ccc(S(=O)(=O)N2CCCC(C(F)(F)F)C2)cc1 (stereo not drawn),1,-1.9,-8,0,2,-9,119,6,-5
O=S(=O)(NC1=NCCC1)c1cccc(NS(=O)(=O)c2ccc(F)c(Cl)c2)c1,x,-1.9,x,x,-2,x,87,-9,-1
FC(F)(F)c1ccc(/C=N/N2CCN(Cc3cccc4ccccc34)CC2)cc1,1,-2.2,10,-1,-12,0,94,16,2
COc1ccc2cc(Br)ccc2c1CC(=O)NC(C)(C)C,5,0.2,0,-5,-7,8,89,-13,3
Cc1cccnc1NC(=S)NC(=O)c1cncc(Br)c1,4,3.0,0,6,4,3,100,6,-3
O=c1c2ccccc2cnn1Cc1n[nH]c(=S)n1-c1ccccc1Cl,4,-1.1,3,-3,-9,-2,105,-5,-4
CC(=O)Oc1ccc(-c2cccc(C(=O)NCCCO)c2)cc1,-2,-1.5,-3,-2,0,-20,92,-5,-1
O=C(CCC(=O)OCC(=O)c1ccc(-c2ccccc2)cc1)Nc1cccc(Cl)c1,9,-1.7,-4,0,2,-20,100,-9,0
CN(C)S(=O)(=O)N1CCc2ccc(NC(=O)c3ccccc3Cl)cc2C1,-1,-0.1,3,-1,-1,0,101,20,-2
CCN(CC)C(=O)Cn1c(=O)n(-c2ccccc2)c(=O)c2c3c(sc21)CCC3,-1,-0.3,-4,-4,-5,-1,100,-5,1
CCc1cccc(NC(=O)CCS(=O)(=O)c2cc3c(cc2C)NC(=O)CO3)c1,1,-3.8,5,7,-2,-14,106,-2,-2
CN1C(=O)N(c2cccc3ccccc23)C(n2cncn2)C1(C)C (stereo not drawn),-1,-3.6,7,-2,9,1,103,10,-3
CC(C)(C)C(=O)Nc1nc(NC(=O)C(C)(C)C)nc(-c2ccccc2Cl)n1,1,-0.9,-5,2,-2,11,97,0,-3
COc1ccccc1CCC(=O)Nc1ccc(S(=O)(=O)Nc2cc(C)nc(C)n2)cc1,2,-0.3,-11,4,4,-1,96,-10,-4
Fc1ccc(NC(=S)N2CCCC2)cc1,0,1.0,-7,-2,2,-2,98,-10,-2
O=C(Nc1ccncc1)c1ccc(Br)cc1,-6,-4.5,-4,1,-3,-2,97,4,3
CC(=O)NNC(=O)CCC(=O)Nc1ccccc1,1,2.4,2,-5,-14,-3,81,-6,0
Cn1c(=O)n(CCc2ccccc2)c(=O)c2c1nc1n2CCCN1CCc1ccccc1,13,3.0,-7,-4,-7,2,104,-5,3
O=C1C=C(c2ccccc2)CC(c2cccs2)C1n1cnc([N+](=O)[O-])c1 (stereo not drawn),47*,-0.6,-2,-1,5,1,96,-4,3
O=C1CN(C(=O)CSc2nnnn2-c2ccc(Cl)cc2)c2ccccc2N1,-1,2.5,4,-1,-2,2,79,6,2
COCCn1c(=NC(=O)c2ccc3c(c2)OCCO3)sc2cc(S(N)(=O)=O)ccc21,-1,-0.8,-3,4,3,0,110,3,-1
Cc1nc2c3ccccc3n(CC#N)c(=O)n2n1,1,1.6,13,-1,5,-1,102,-15,-4
CCCP(=O)(CC(=O)O)c1ccccc1 (stereo not drawn),2,3.3,0,0,4,-3,96,-7,0
